EBI2 antag: antagonists of human EBI2 receptor. hit rate 0.81% among 360,000. P32249. EBI2 beta-arrestin recruitment, luminescence, 7a,25-OHC stimulated. inhibition, % at 5 µM. AID 651636; in the data active = inhibition above about 38%;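 note: enzyme fragment complementation signal reports receptor beta-arrestin coupling in cells; 0% = agonist plus DMSO wells and 100% = wells without agonist; some results beyond the cut were filed as inactive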
Target sequence (P32249 whole entry, looked up, the tested form may be a part): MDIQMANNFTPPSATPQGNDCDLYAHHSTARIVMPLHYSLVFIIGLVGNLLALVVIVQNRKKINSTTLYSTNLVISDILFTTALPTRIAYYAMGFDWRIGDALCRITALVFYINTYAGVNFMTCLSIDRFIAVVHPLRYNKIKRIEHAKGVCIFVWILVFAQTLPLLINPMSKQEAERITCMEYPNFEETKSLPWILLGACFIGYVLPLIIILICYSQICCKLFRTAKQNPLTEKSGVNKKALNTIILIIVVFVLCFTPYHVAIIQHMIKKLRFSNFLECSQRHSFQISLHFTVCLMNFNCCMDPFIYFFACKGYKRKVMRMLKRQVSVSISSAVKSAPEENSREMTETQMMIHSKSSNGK
UPR CHOP act: apoptotic UPR (CHOP) activation. CHO-CHOP luciferase reporter, luminescence; percent of tunicamycin response over DMSO baseline. activation, % at 10 µM. hit rate 0.34% among 330,000. AID 449763;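 active = at 10 µM dose, activation of 40% or more, normalized to positive control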;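 note: 100% = tunicamycin at 10 µg/mL and 0% = DMSO alone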
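measured by = luciferase luminescence | assay system = CHO-CHOP cells, stable luciferase reporter of PERK-eIF2a-CHOP signalling | amount = 500 reporter cells seeded per well | timing = 6 h compound exposure at 37 °C after overnight seeding | controls = positive tunicamycin 10 µg/mL, negative DMSO alone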
UPR XBP1 act: activators of adaptive arm of unfolded protein response (XBP1). AID 463104. CHO-XBP1 luciferase reporter, IRE1-XBP1 UPR activation, luminescence; percent of tunicamycin response, DMSO as zero. activation, % at 20 µM. hit rate 0.33% among 330,000;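 active = versus positive control, 20 µM dose yields 30% or more activation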;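 note: 100% = tunicamycin at 10 µg/mL and 0% = DMSO only wells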
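Assay system: IRE1-XBP1 luciferase reporter CHO line. Input: 1000 cells/well. Buffer or medium: F12 with 10% serum. Doses: 20 µM, 1% DMSO. Times: overnight seeding at 37 °C, 6 h compound treatment at 37 °C. Technique: Steady-Glo luciferase glow luminescence, 10 min after reagent addition.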
CXCR6 block: CXCR6 (human) receptor inhibition; O00574; CHO-K1 PathHunter CXCR6 beta-arrestin, luminescence; inhibition, % at 20 µM; hit rate 0.36% among 360,000; AID 602244; in the data active = inhibition above about 34%, passing the limit was not always enough;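 note: antagonist mode with CXCL16 agonist at 10 nM final; 0% = 10 nM CXCL16 with DMSO and 100% = unstimulated wells without agonist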
Target sequence (O00574 whole entry, looked up): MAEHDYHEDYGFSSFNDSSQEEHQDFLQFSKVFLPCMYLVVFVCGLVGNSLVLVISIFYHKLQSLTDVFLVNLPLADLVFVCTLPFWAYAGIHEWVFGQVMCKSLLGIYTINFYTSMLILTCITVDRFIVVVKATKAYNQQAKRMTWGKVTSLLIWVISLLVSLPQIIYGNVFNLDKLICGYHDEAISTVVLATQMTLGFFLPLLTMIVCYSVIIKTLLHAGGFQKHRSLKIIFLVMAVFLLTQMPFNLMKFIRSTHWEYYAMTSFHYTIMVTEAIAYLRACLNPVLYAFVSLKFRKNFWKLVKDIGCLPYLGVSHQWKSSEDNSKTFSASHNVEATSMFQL
CCR6 antag: blocks CCL20-driven beta-arrestin recruitment at human CCR6; CHO-K1 CCR6 PathHunter beta-arrestin, luminescence, CCL20-stimulated; P51684; inhibition, % at 20 µM; hit rate 0.49% among 340,000;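 active = compounds whose inhibition of the agonist-driven luminescence signal at 20 µM reaches about 50%, limit read from the data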;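 note: cells stimulated with CCL20 at 14 nM final; plate controls were DMSO with CCL20 for no effect and DMSO without agonist for full effect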
tim23-1 inh: tim23-1 yeast growth inhibition; hit rate 1.3% among 330,000; inhibition, % at 20 µM; S. cerevisiae tim23-1 growth, BacTiter-Glo luminescence, 24 h;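 active = growth inhibition of the mutant yeast at or above 50%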;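 note: temperature-sensitive mutant grown at 25 °C; plate controls were DMSO-treated mutant yeast for no effect and medium wells lacking yeast for full effect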
APJ agonist: APJ receptor agonism; CHO-K1 APJ PathHunter beta-arrestin, luminescence; 0% DMSO wells, 100% apelin; activation, % at 20 µM; hit rate 0.11% among 330,000; AID 2520;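 active = activation more than six SD over the plate average, tested at 20 µM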;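 note: 0% = DMSO alone and 100% = apelin-13 at 10 nM; some results filed as inactive read as strong as hits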
Target sequence (P35414 whole entry, looked up): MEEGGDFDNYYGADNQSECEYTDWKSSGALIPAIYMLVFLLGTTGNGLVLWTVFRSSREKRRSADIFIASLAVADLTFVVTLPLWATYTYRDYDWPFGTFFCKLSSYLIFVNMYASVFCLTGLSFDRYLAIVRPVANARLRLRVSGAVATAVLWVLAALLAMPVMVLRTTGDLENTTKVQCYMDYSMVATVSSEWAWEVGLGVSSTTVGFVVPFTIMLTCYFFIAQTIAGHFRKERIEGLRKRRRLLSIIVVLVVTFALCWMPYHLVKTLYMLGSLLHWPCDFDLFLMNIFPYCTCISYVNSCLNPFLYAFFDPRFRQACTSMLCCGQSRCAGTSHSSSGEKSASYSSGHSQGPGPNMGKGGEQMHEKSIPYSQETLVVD
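Test system – PathHunter CHO-K1 APJ (AGTRL-1) beta-arrestin reporter cells · Input – 1000 cells/well · Compound – single test compound dose, 20 µM final, 1% DMSO · Times – compound stimulation 90 min at 25 °C, detection 60 min · Technique – beta-gal luminescence · Read-out basis – APJ–arrestin association signal · Control set – negative DMSO alone, positive Apelin-13 at 10 nM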
APJ antag: APJ receptor antagonism. P35414. CHO-K1 APJ beta-arrestin complementation, luminescence. inhibition, % at 20 µM. hit rate 0.32% among 330,000. AID 2521;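 active = inhibition above about 40% at 20 µM, limit read from the data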;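 note: cells challenged with 10 nM apelin-13 agonist together with compound; plate controls were apelin-13 plus DMSO wells for no effect and DMSO wells lacking apelin-13 for full effect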
Mdm2 MdmX PPI: disrupts the human Mdm2-MdmX interaction. SaOS-2 split-luciferase Mdm2/MdmX complementation, luminescence. inhibition, % at 8 µM. hit rate 3% among 330,000;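 active = inhibition of at least 50% at 8 µM in the primary screen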
* = called active by the depositor. A portion of the library; rates above refer to the full screens.

No. | SMILES | UPR CHOP act | APJ agonist | APJ antag | CCR6 antag | Mdm2 MdmX PPI | CXCR6 block | UPR XBP1 act | tim23-1 inh | EBI2 antag
1 | COc1cc(NC(=O)c2ccc(NC3=NC4CS(=O)(=O)CC4S3)cc2)cc(OC)c1OC (stereo unspecified) | -0.3 | 0 | 16 | -8 | 17 | 2 | -1 | 1 | 5
2 | COc1ccc(NC(=O)c2nc(C)n(-c3ccc([N+](=O)[O-])cc3)n2)cc1 | 1.8 | 1 | -35 | -2 | -23 | -5 | -2 | -6 | 20
3 | COc1ccccc1C/C(N)=N/OC(=O)c1ccc(C)c([N+](=O)[O-])c1 | -1.3 | 12 | -59 | 15 | 2 | -8 | 5 | 75* | 5
4 | CCC(=O)OCCn1c(=O)c2cc3c(=O)n(CCOC(=O)CC)c(=O)c3cc2c1=O | 0.0 | -1 | 5 | 12 | 13 | 3 | -2 | 4 | -6
5 | COc1ccc(/C=N/NC(=O)CNc2ccc(Br)cc2)c(C(=O)O)c1OC | 1.0 | -2 | 8 | -5 | 3 | -1 | 0 | 1 | 7
6 | O=C(Nc1ccccc1Br)c1c(F)cccc1Cl | 0.8 | -2 | 6 | -11 | -33 | 1 | 3 | 14 | -7
7 | C=CCOc1c(CNc2ccc(C(=O)O)cc2)cccc1OC | 9.3 | 0 | 6 | -1 | 13 | 2 | -2 | 7 | -1
8 | CCOc1ccc(OCCC(=O)N2CCN(S(=O)(=O)c3ccc(F)cc3)CC2)cc1 | -0.6 | 1 | 7 | 8 | -33 | -3 | -1 | 24 | 5
9 | COc1ccc(S(=O)(=O)N(C)CC(=O)N2CCCC2)cc1OC | 0.6 | -3 | 22 | 10 | 17 | 9 | -5 | -1 | -5
10 | CCOC(=O)C1C(c2cccnc2)NC(=O)NC1(O)C(F)(F)F (stereo unspecified) | -1.8 | -1 | -1 | -6 | 12 | -3 | -2 | 10 | -11
11 | COc1ccc(N2CCN(C(=O)c3cc4c(s3)CCCCC4)CC2)cc1 | -0.5 | -5 | 8 | 3 | 9 | -8 | -4 | 37 | -14
12 | O=C(CNC(=O)c1ccco1)Nc1ccc(N2CCCCCC2)cc1 | 5.5 | -2 | 17 | -7 | -15 | -3 | -1 | 10 | -3
13 | COc1ccc(NS(=O)(=O)c2ccc(F)cc2F)cn1 | -3.3 | -4 | 4 | 0 | -3 | -6 | -4 | 14 | -1
14 | COc1cccc(CN2CC(C(=O)NC3CCC3)CCC2=O)c1 (stereo unspecified) | 1.1 | 0 | 2 | 5 | 0 | -3 | 0 | -8 | 11
15 | COCCNC(=O)CN(Cc1ccc(OC)cc1)C(=O)CCC(=O)Nc1nccs1 | -1.9 | 2 | -19 | -6 | 8 | -2 | -6 | 7 | -3
16 | COc1ccc(CN2[C@@H](CC(=O)O)c3cc(C(F)(F)F)ccc3S2(=O)=O)cc1 | 3.0 | -2 | 6 | -13 | -17 | 9 | 0 | 1 | -1
17 | COc1cc(SC)ccc1C(=O)Nc1ccc2c(c1)CCN2S(C)(=O)=O | 1.3 | -3 | 8 | 12 | 19 | 1 | 7 | 14 | 16
18 | O=C(c1ccc(CNS(=O)(=O)c2cccc(Cl)c2)cc1)N1CCCCC1 | -0.3 | 3 | 3 | 10 | -25 | 4 | -7 | 14 | -4
19 | CC1CCCCN1Cc1c(O)ccc2c(=O)c(-c3ccccc3)coc12 (stereo unspecified) | 3.2 | -4 | 9 | 6 | 3 | -5 | -1 | 19 | -10
20 | CCOC(=O)CC(NS(=O)(=O)c1ccc(NC(C)=O)cc1)c1ccc(OCC)cc1 (stereo unspecified) | 0.3 | 0 | -11 | 7 | 16 | 2 | -4 | 6 | -4

A second format for two compounds above.
8: CCOc1ccc(OCCC(=O)N2CCN(S(=O)(=O)c3ccc(F)cc3)CC2)cc1
4: CCC(=O)OCCn1c(=O)c2cc3c(=O)n(CCOC(=O)CC)c(=O)c3cc2c1=O

| Compound | 8 | 4 |
| --- | --- | --- |
| UPR CHOP act | -0.6 | 0.0 |
| APJ agonist | 1 | -1 |
| APJ antag | 7 | 5 |
| CCR6 antag | 8 | 12 |
| Mdm2 MdmX PPI | -33 | 13 |
| CXCR6 block | -3 | 3 |
| UPR XBP1 act | -1 | -2 |
| tim23-1 inh | 24 | 4 |
| EBI2 antag | 5 | -6 |

The listing continues:
No. | SMILES | UPR CHOP act | APJ agonist | APJ antag | CCR6 antag | Mdm2 MdmX PPI | CXCR6 block | UPR XBP1 act | tim23-1 inh | EBI2 antag
21 | COCCCNC(=O)C1CCN(c2ccc(N3CCOCC3)nn2)CC1 | -1.0 | -2 | -6 | -2 | 5 | 1 | -1 | 17 | 3
22 | CC(=O)c1ccc(N2CCN(Cc3nc(Cc4ccccc4)no3)CC2)cc1 | -1.7 | -3 | 3 | 5 | -13 | -2 | -2 | 13 | -10
23 | CCN(CC(=O)Nc1ccc(NC(C)=O)cc1)C(=O)CCCOc1cccc(C)c1 | 0.9 | 9 | -50 | 3 | -31 | -7 | 0 | 19 | -10
24 | CCOC(=O)C1=C(C)N(CCCCCC(=O)O)C(=O)NC1c1ccc([N+](=O)[O-])cc1 (stereo unspecified) | 1.6 | 1 | 5 | 0 | -12 | -5 | -1 | 12 | -7
25 | Cc1cc(O)c(C(C[N+](=O)[O-])c2ccc(Cl)cc2)c(=O)o1 (stereo unspecified) | -0.5 | 1 | 0 | -23 | 2 | -1 | -3 | 18 | -16
26 | CCCCn1c(N)c(N(CC)C(=O)c2cccs2)c(=O)[nH]c1=O | -0.4 | -5 | 5 | 4 | 7 | 2 | -4 | 7 | 2
27 | Cc1cccc(NC(=O)[C@H](C)NC(=O)[C@@H]2Cc3ccccc3CN2C(=O)OC(C)(C)C)c1 | 2.5 | 4 | 6 | 0 | 16 | -13 | -6 | 30 | -13
28 | CCC(C(=O)N1CCN(c2ccccn2)CC1)n1nc(C)n2c(cc3occc32)c1=O (stereo unspecified) | -1.9 | -4 | 4 | 11 | 23 | 2 | 2 | 14 | -8
29 | O=C(C1CCN(S(=O)(=O)c2ccc(Cl)cc2)CC1)N1CCN(c2ccccn2)CC1 | 1.8 | -3 | -9 | -5 | 3 | 0 | 1 | 15 | 7
30 | CCC1CCCCN1C(=O)c1cc(-c2ccc(Cl)c(Cl)c2)on1 (stereo unspecified) | 2.7 | -4 | 16 | 16 | -68 | 4 | 10 | 30 | 10
31 | O=C(Nc1ccc(Cc2ccncc2)cc1)c1ccc(Br)o1 | 2.2 | 7 | 16 | 1 | -31 | -7 | 1 | 34 | -10
32 | S=c1nc(C2CCCCC2)n(-c2ccccc2)[nH]1 | -0.1 | -3 | -22 | -13 | -10 | 1 | -4 | 30 | 1
33 | O=c1[nH]c(C2CCN(S(=O)(=O)c3cccc([N+](=O)[O-])c3)CC2)nc2c1nnn2Cc1ccccc1 | -0.4 | 2 | -26 | -10 | 37 | -3 | -4 | 11 | -1
34 | COc1ccc(NC(=O)COc2ccc3c(c2)CCC3)cc1 | 2.6 | -4 | 7 | 0 | -1 | -3 | -3 | 35 | 0
35 | COc1ccc([C@@H]2[C@@H]3C(=O)N(C(C)(C)C)C(=O)[C@@H]3[C@]3(Cc4ccc(Cl)cc4)C(=O)N(c4cccc(F)c4)C(=O)N23)cc1 | 2.6 | -1 | 25 | 9 | 5 | -5 | -1 | 7 | 16
36 | Nc1ccc([N+](=O)[O-])cc1C(=O)NNC(=O)c1ccco1 | -1.1 | -3 | 13 | 16 | 21 | 18 | 3 | 1 | -4
37 | O=S(=O)(Nc1ccc(Cl)cc1)c1ccc(N2CCOCC2)c(NC(=S)NCCN2CCOCC2)c1 | 1.7 | -1 | 10 | 2 | -3 | -3 | -3 | 3 | -8
38 | c1ccc2c(c1)nc(NCC1CCCO1)c1nnnn12 (stereo unspecified) | 1.6 | -1 | -16 | 2 | 19 | -11 | 6 | 8 | -4
39 | CCOc1ccc(CC(=NCCc2ccccc2)C2=C(O)CC(C)(C)CC2=O)cc1OCC | 1.8 | -3 | -12 | 6 | -3 | 9 | -1 | 20 | 5
40 | CC(NC(=O)c1cccc(S(=O)(=O)N2CCN(C)CC2)c1)C1CC2CCC1C2 (stereo unspecified) | -0.5 | -6 | -5 | 5 | -13 | 0 | -2 | 10 | 8
41 | CCOC(=O)C1CCN(C(=O)c2ccc(OC3CCN(C(=O)COC)CC3)cc2)CC1 | -2.2 | 1 | 17 | -3 | 7 | 4 | -4 | -1 | -14
42 | Cn1c2ccccc2c2c(C(=O)N3CCN(C(=O)c4ccco4)CC3)cn(C3CCCCC3)c(=O)c21 | -1.2 | -7 | 6 | 3 | 18 | -10 | 0 | 23 | 12
43 | CCCc1nn2c(=O)cc(CSCC(=O)Nc3ccc(OC)cc3)nc2s1 | 0.1 | -2 | 12 | 2 | 0 | -3 | -2 | 8 | 4
44 | Cc1ccc(S(=O)(=O)Oc2ccc(/C=C3\C(=N)N4N=C(S(C)(=O)=O)SC4=NC3=O)cc2)cc1 | 1.7 | -4 | 20 | 18 | 2 | 4 | -4 | 13 | -3
45 | O=C1c2cccnc2C(=O)N1c1ccccc1-c1ccccc1 | 1.2 | -1 | 6 | -4 | -14 | -3 | -1 | 31 | -3
46 | CC1Nc2ccccc2C(=O)N1NS(C)(=O)=O (stereo unspecified) | 0.5 | 1 | 8 | 5 | 5 | -1 | -1 | 3 | -7
47 | O=P(O)(Cc1ccccc1)Cc1ccccc1 | 1.3 | 0 | 8 | -5 | -8 | -5 | -1 | 0 | 1
48 | Cc1ccc(Oc2ccc(-c3nc(N)nc(N)n3)cc2)cc1C | 2.2 | 6 | -7 | -4 | -8 | -12 | -1 | 24 | 0
49 | COc1cccc(CNC(=O)CCC2CCCN(C(=O)Cc3ccccc3F)C2)c1 (stereo unspecified) | -1.1 | -2 | 2 | 13 | -2 | 4 | -2 | 11 | 6
50 | Cc1nc2cc(NC(=O)N3CCC(c4ccccc4)C3)ccc2n1C (stereo unspecified) | 4.1 | -2 | 4 | 8 | -22 | 0 | 3 | 15 | -18
51 | CC(C)CCC(C(=O)O)C(C)CC(=O)NC1CCCCC1 (stereo unspecified) | -1.5 | -5 | -5 | 0 | 8 | -10 | -2 | -4 | -12
52 | CC(C)n1c(C(O)c2ccccc2)nc2ccccc21 (stereo unspecified) | -1.5 | 4 | 21 | -4 | 27 | 0 | 0 | 20 | -6
53 | CCN(CC(=O)NCc1cccs1)C(=O)CN(C)S(=O)(=O)c1ccc(C)cc1 | 2.0 | 6 | 0 | 6 | 12 | 5 | -3 | -10 | -4
54 | COc1ccc(-c2noc(N3CCC(C(=O)NC(C)c4ccccc4)CC3)n2)cc1 (stereo unspecified) | 2.0 | 1 | 5 | 8 | -5 | -9 | -3 | 14 | 14
55 | Cc1ccc(N2C(=O)C3CCC(c4ccccc4)CC3C2=O)cc1 (stereo unspecified) | 2.2 | 1 | -2 | 13 | -20 | -13 | 4 | 25 | -3
56 | CCOc1ccccc1CN1CCNC(=O)C1CC(=O)NCCN1CCOC1=O (stereo unspecified) | 1.2 | -1 | 3 | 12 | -11 | 0 | -3 | 12 | -10
57 | CC(C)OCCCNc1ncnc2c1[nH]c1ccccc12 | 1.2 | 6 | -16 | 3 | 1 | -2 | 1 | -5 | 4

Compound activity from PubChem.
